Source: PubChem BioAssay (National Center for Advancing Translational Sciences (NCATS))
MCF10A rerep = A quantitative high throughput screen for small molecules that induce DNA re-replication in MCF 10a normal breast cells. AID 624296, 2012. Potency, µM (top dose mostly 46.1 µM), without a hit: at the top dose activity, positive = re-replication, hits mostly activators. MCF 10A DNA re-replication, Hoechst nuclear intensity, 48 h. actives 2.9% (n = 350,000); also: potency is read from the fitted curve at half-maximal effect; % of control where 0% means no effect; nearly all actives have a fitted effect of over 50% in size
D3 ag = qHTS of D3 Dopamine Receptor Agonist: qHTS; D(3) dopamine receptor (Homo sapiens), P35462; D3R DiscoveRx beta-arrestin cells, luminescence, 90 min; max activation, %; actives 0.58% (n = 410,000); AID 652048, 2013; in the data active = max activation above about 30%; also: 0% is about no effect; mostly tested at two doses, the higher about 12 µM
Target sequence (P35462 whole entry, looked up): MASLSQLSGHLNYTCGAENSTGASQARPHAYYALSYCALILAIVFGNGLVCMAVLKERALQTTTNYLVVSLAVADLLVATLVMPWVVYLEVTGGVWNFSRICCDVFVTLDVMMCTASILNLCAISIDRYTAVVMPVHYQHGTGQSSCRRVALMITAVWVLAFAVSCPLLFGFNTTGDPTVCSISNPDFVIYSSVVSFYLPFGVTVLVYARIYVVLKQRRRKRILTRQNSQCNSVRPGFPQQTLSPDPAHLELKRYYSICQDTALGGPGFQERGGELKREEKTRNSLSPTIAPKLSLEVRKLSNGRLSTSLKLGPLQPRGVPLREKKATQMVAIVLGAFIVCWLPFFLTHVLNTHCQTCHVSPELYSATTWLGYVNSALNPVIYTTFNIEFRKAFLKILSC
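Agonist mode: compounds and dopamine controls were applied to plated cells for 90 min at 37 degrees C after an overnight attachment at 1500 cells/well. Luminescent read-out followed 30 - 60 minutes at room temperature with DiscoveRx detection reagent.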
HEK293 tox = qHTS of GLP-1 Receptor Inverse Agonists: Cytotox Screen; HEK293 cAMP-luciferase reporter cells, luminescence, 24 h; Potency, µM (top dose mostly 38.3 µM), for the others: top-dose activity change, negative = inhibition, usual class: inhibitors; actives 0.13% (n = 410,000); AID 624418, 2012;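 also: loss of luciferase light is scored as toxicity; potency is read from the fitted curve at half-maximal effect; % is scaled to controls: 0 for no effect and ±100 for the full control effect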
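Cells in DMEM/10% Nu serum/1% pen-strep, 1536-well format. Pre-incubated 12 h, dosed with 23 nL compound, incubated a further 24 h. Luciferase detection, 12 min at room temp, luminescence.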
IL1B secr inh = qHTS for Inhibitors of Inflammasome Signaling: IL-1-beta AlphaLISA Primary Screen; activity change, % at 57.5 µM; THP-1 LPS/ATP IL-1B secretion, AlphaLISA, 16 h; hits give low values; actives 4.7% (n = 360,000); in the data active = activity change below about -50%; inconclusive = mostly about -30% to -49%; also: % is scaled to controls: 0 for no effect and ±100 for the full control effect
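THP-1 cells pretreated 1 hr with compounds (up to 57.5 uM final), then stimulated with LPS (250 ng/mL final) plus ATP (1.25 mM final); secreted IL-1B measured by AlphaLISA after 16 hr, decreased signal indicating inhibition.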
SW480 rereplic = A quantitative high throughput screen for small molecules that induce DNA re-replication in SW480 colon adenocarcinoma cells. Potency, µM (series often up to 46.1 µM), for inactives: at the highest dose re-replication activation, hits mostly activators. actives 1.8% (n = 340,000). SW480 DNA re-replication, Hoechst DNA content imaging, 48 h. AID 624297, 2012; also: potency is read from the fitted curve at half-maximal effect; % of control where 0% means no effect; nearly all actives have a fitted effect of over 55% in size
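Treated cells incubate 48 hr (37 C, 5% CO2), are stained 40 min with Hoechst, and nuclear fluorescence is enumerated; a rise in nuclei with high DNA signal marks re-replication.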
KB-3-1 cytotox = qHTS assay for MDR1-selective chemotherapeutics: Primary screen using the parental adenocarcinoma cell KB-3-1; actives 1.4% (n = 400,000); AID 1347075, 2019; Potency, µM (highest dose often 46.1 µM), for the others: at the highest dose activity change, negative = cytotoxic, most hits filed as cytotoxic; KB-3-1 viability, CellTiter-Glo ATP luminescence, 72 h; also: potency is read from the fitted curve at half-maximal effect; % is scaled to controls: 0 for no effect and ±100 for the full control effect; nearly all actives have a fitted effect of over 60% in size
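Cells are dispensed, compounds pinned in, plates held at 37 °C for 72 h, then CellTiter-Glo is added and luminescence read after 10 minutes. Cell line: parental KB-3-1 in phenol-red-free DMEM, 10% FBS.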
HT1080-NT tox = qHTS for induction of synthetic lethality in tumor cells producing 2HG: qHTS for the HT-1080-NT fibrosarcoma cell line | AID 686970, 2013 | HT-1080-NT fibrosarcoma viability, CellTiter-Glo ATP luminescence, 48 h | Potency, µM (top dose mostly 46.1 µM), inactives show at the highest dose activity, negative = less viability, hits mostly cytotoxic | actives 1.6% (n = 360,000);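 also: NT is the 2HG producing partner of a matched IDH1 knockdown line; potency is read from the fitted curve at half-maximal effect; 0% = DMSO-treated cells and -100% = media-only wells without cells; nearly all actives have a fitted effect of over 55% in size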
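A 48-hour cytotoxicity screen used HT-1080-NT cells plated 2 hours before compound delivery. ATP-based CellTiter-Glo luminescence measured viability, normalized to DMSO and no-cell controls.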
KB-V1 cytotox = qHTS assay for MDR1-selective chemotherapeutics: Primary screen using the drug-selected MDR subline cells KB-V1; KB-V1 MDR cells viability, CellTiter-Glo, 72 h; Potency, µM (doses to about 46.1 µM), for inactives: at the top dose activity change, negative = cytotoxicity, most hits filed as cytotoxic; actives 3.4% (n = 400,000); AID 1347076, 2019; also: potency is read from the fitted curve at half-maximal effect; % is scaled to controls: 0 for no effect and ±100 for the full control effect; nearly all actives have a fitted effect of over 60% in size
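Cytotoxicity toward P-gp-expressing KB-V1 cells was determined as loss of CellTiter-Glo luminescence after 72 h at 37 degrees C. Compounds were tested in quantitative HTS format across a concentration range, with curves fitted to normalized data.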
HT1080 IDH1KD tx = qHTS for induction of synthetic lethality in tumor cells producing 2HG: qHTS for the HT-1080-IDH1KD cell line | actives 2% (n = 360,000) | HT-1080 IDH1 knockdown viability, ATP luminescence, 48 h | Potency, µM (series often up to 46.1 µM), for the others: top-dose activity, negative = toxicity, actives largely listed as cytotoxic;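 also: potency is read from the fitted curve at half-maximal effect; 0% = DMSO wells and -100% = cell-free medium wells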
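Viability of IDH1-knockdown HT-1080 fibrosarcoma cells was assessed by CellTiter-Glo after 48 h at 37 °C with titrated compound; concentration-effect curves were classified by fit quality and response size.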
Numbers without * were called inactive; ? = inconclusive; nt = not tested or not shown; & = joins results of further samples; [ ] = remark or other dose. Unless noted, calls follow the shape of the dose curve; as a rule, active = well fitted curve in the direction sought with a large enough effect; inconclusive = small, poorly fitted or top-dose-only effect, or another doubt; inactive = no such curve, though single readings can be large; an effect the other way counts as inactive or inconclusive.

Structure	IL1B secr inh	MCF10A rerep	KB-V1 cytotox	D3 ag	HT1080-NT tox	KB-3-1 cytotox	SW480 rereplic	HEK293 tox	HT1080 IDH1KD tx
NC(=O)CSc1nnc(-c2cc(-c3ccc(Cl)cc3)nc3ccccc23)o1	-13	-4%	0%	-1	7%	8%	0%	-4%[7.66 µM]	0%
O=C(CCCn1cncn1)N1CCCC(N2CCN(c3ccccc3F)CC2)C1 (stereo not given)	8	1%	12%	-8	3%	13%	1%	14%	2%
CC[C@]12c3[nH]c4cc(CCC(=O)N(C)C)ccc4c3CCN1C(=O)[C@@H](CC(=O)NCCCN(C)C)C[C@@H]2C(=O)N1CCN(C(=O)c2ccco2)CC1	0	-34%[inhibitor]	-7%	-15	2%	-22%	20%	6%	-2%
COc1ccc(OCC(=O)N(Cc2ccco2)C2CCS(=O)(=O)C2)cc1 (stereo not given)	-22	-2%	-7%	-4	0%	0%	-21%	-8%	14%
CCOc1ccccc1Nc1nc(N2CCCC2)nc(N2CCOCC2)n1	nt	34%	-6%	nt	nt	-1%	-16%	nt	nt
O=C(C[n+]1cc(-c2ccc(Cl)c(Cl)c2)n2c1CCC2)N1c2ccccc2Sc2ccccc21	-25	6%	-1%	-8	?	-10%	nt	-20%	?
Cc1cc(C(=O)N2CCN(C(=O)C3CCCO3)CC2)no1 (stereo not given)	1	-1%	1%	-1	1%	0%	-3%	12%	-1%
COc1cc(Cn2c(-c3nonc3N)nc3ccccc32)ccc1C	7	4µM*	5.2µM*	-14	3.7µM*	4.6µM*	7.1µM*	?	1.8µM*
CCOC(=O)COc1ccc(S(=O)(=O)NCC2CCCO2)cc1 (stereo not given)	0	0%	19%	-1	4%	-2%	-7%	10%	3%
O=C1NC(CCc2ccccc2)C(=O)N1Cc1ccc(Br)cc1 (stereo not given)	18	-53%[inhibitor]	-30%	0	-1%	8%	-41%	0%	-1%
CCCCN(C)C(=O)CS(=O)(=O)Cc1nc(-c2cccc(OC)c2)oc1C	-5	0%	-6%	1	-5%	-1%	0%	-4%	3%
Cc1cc(C)n2ncc(S(=O)(=O)c3ccccc3)c2n1	15	?	0%	-2	6%	-2%	-1%	-12%	-3%
CN(C(=O)COC(=O)CCC(=O)c1ccccc1)c1c(N)n(Cc2ccccc2)c(=O)[nH]c1=O	16	-2%	-1%	-16	-12%	0%	5%	-4%	-5%
CN(C(=O)c1cc2c(s1)-c1ccccc1S(=O)(=O)C2)c1ccccc1F	-17	8%	-34%	-15	-3%	-11%	-2%	?	0%
CCOc1ccc(S(=O)(=O)N2CCC(C(=O)NCc3ccncc3)CC2)cc1C	-3	19%	-3%	2	-2%	-5%	4%	3%	-10%
Cc1ccc(-c2nnc(N3CCOCC3)c3ccccc23)cc1S(=O)(=O)NCc1cccnc1	27	-2%	29%	14	-14%	0%	-2%	4%	-2%
O=C(Oc1cccc(C(=S)N2CCOCC2)c1)c1ccc([N+](=O)[O-])cc1[N+](=O)[O-]	?	2%	1%	-17	-10%	5%	-1%	6%	-8%
Cc1cc(NC(=O)Cc2cccs2)nn1CC(=O)NCc1ccco1	3	7%	-15%	2	16%	19%	0%	12%	14%
CCN(CC)c1ccc(/C=N/Nc2nc(C)cc(=O)[nH]2)c(O)c1	91	8.2µM*	?	2	-17%	1.2µM*	?	?	?
Cc1cccc(-c2noc(-c3ccc(N4CCCC4)c([N+](=O)[O-])c3)n2)c1	nt	nt	24%	3	nt	-5%	nt	6%	nt
COc1ccc(-c2cc(C(=O)Nc3sc4c(c3C#N)CCCC4)c3ccccc3n2)cc1	-7	4%	?	-31	-1%	1%	18%	18%	-1%
Fc1ccc(-c2nc3ccc(Br)cn3c2Cc2cccc(Cl)c2)cc1	-8	nt	17%	0	-29%	0%	nt	-8%	?
FC(F)(F)c1ccccc1/C=N/n1c(COc2ccccc2)n[nH]c1=S	-23	25%	-3%	-6	0%	-6%	-10%	?	-3%
CCN(CC)S(=O)(=O)c1ccc(NC(=O)Cn2c(=O)oc3ccccc32)cc1	6	-4%	3%	-4	0%	8%	1%	-3%	-1%
CN(C(=O)COC(=O)c1cc([N+](=O)[O-])ccc1N1CCOCC1)C1CCCCC1	-22	nt	-6%	1	-9%	0%	nt	-20%	-12%
CN(CC(=O)N1CCc2ccccc21)S(=O)(=O)c1ccc(Cl)cc1	4	0%	8%	-18	0%	-3%	18%	3%	-1%
CSc1ccccc1C(=O)Nc1cccc([N+](=O)[O-])c1C	13	-3%	6%	-6	?	0%	3%	-16%	4%
Cc1ccc(S(=O)(=O)N2CCN(C(=O)CN3CCOCC3)C2C(C)C)cc1 (stereo not given)	15	-2%	1%	-3	4%	3%	-3%	-20%	8%
CC(OC(=O)c1cccc(S(=O)(=O)N(C)C)c1)C(=O)NCc1ccc2c(c1)OCO2 (stereo not given)	6	1%	9%	-9	-9%	8%	-5%	7%	-11%
O=C(NCc1ccc(Cl)cc1)C1=Cc2cc(Cl)ccc2OC1	0	11%	5%	-6	0%	4%	2%	-10%	4%

Reprinted from the part before: two compounds, then new ones.
Structure	IL1B secr inh	MCF10A rerep	KB-V1 cytotox	D3 ag	HT1080-NT tox	KB-3-1 cytotox	SW480 rereplic	HEK293 tox	HT1080 IDH1KD tx
CC(OC(=O)c1cccc(S(=O)(=O)N(C)C)c1)C(=O)NCc1ccc2c(c1)OCO2 (stereo not given)	6	1%	9%	-9	-9%	8%	-5%	7%	-11%
O=C(NCc1ccc(Cl)cc1)C1=Cc2cc(Cl)ccc2OC1	0	11%	5%	-6	0%	4%	2%	-10%	4%
COc1cc2c(cc1OC)/C(=C/C(=O)N1CCOCC1)NC(C)(C)C2	?	0%	-4%	-3	-1%	3%	-6%	40%[activator]	1%
C=CCn1c(SCCCC)nc(O)cc1=O	0&20	-2%&-2%	1%&13%	2&5	-1%&23%	8%&3%	0%&-101%	?	2%&13%
COc1ccc(OC)c(-c2csc(NC(=O)CSc3ccc(Br)cc3)n2)c1	-59*	21%	-13%	1	0%	-10%	2%	-15%	-4%
Cc1onc(-c2ccccc2Cl)c1C(=O)NC(=S)Nc1ccc(C(C)C)cc1	?	4%	2%	0	18%	3%	-7%	5%	9%
COc1ccnc(Oc2ccccc2)c1C(=O)N/C=N/OCc1ccc(F)cc1Cl	?	?	7%	46*	?	?	-2%	?	16µM*
C/C(CC(=O)Nc1ccccc1Br)=N\NC(=O)C(=O)N1CCCC1	4	1%	8%	1	8%	15%	-4%	6%	4%
COc1ccc(C(=O)NCCCC2CCCC2)cc1OC1CCN(C(C)C)CC1	-22	nt	-8%	-7	?	0%	nt	-8%	?
COc1ccc(NC(=O)C2CCCN(S(=O)(=O)c3ccc(Br)s3)C2)cc1 (stereo not given)	nt	nt	12%	5	nt	-9%	nt	-6%	nt
CN(Cc1ccccc1)C(=O)c1cccc(NC(=O)c2nsc3ccccc23)c1	nt	nt	-30%	7	nt	-16%	nt	-15%	nt
Cc1ccc(NS(=O)(=O)c2cccc(C(=O)N3CCCCC3)c2)cc1	22	23%	12µM*	2	9%	-1%	-1%	-10%	12%
Cc1ccc(Cn2c(=O)n(CCCCC(=O)NCc3ccc4c(c3)OCO4)c(=O)c3ccccc32)cc1	nt	nt	-6%	-6	nt	-1%	nt	8%	nt
COc1ccc(OC)c(C2N(c3ccccn3)C(=O)C3CCCN32)c1 (stereo not given)	0	-1%	13%	0	18%	11%	3%	-9%	8%
COc1cc(OC)cc(-c2cc3nc(C)c(CCC(=O)NC(C)CCc4ccco4)c(C)n3n2)c1 (stereo not given)	-21	?	4%	6	0%	-6%	-3%	-9%	-2%
Cc1nnc(NC(=O)CCC(=O)NCc2cccs2)s1	-13	11%	-16%	-2	4%	1%	-5%	6%	-2%
CC(C)NC(=S)NN=C1c2ccccc2-c2ccccc21	1	11%	?	-8	-2%	-14%	2%	?	6%
O=C(CN1C(=O)CSCC1=O)Nc1ccc2c(c1)OCO2	-5	-2%	?	10	7%	15%	-10%	-4%	8%
Cc1ccc2cc3c(N)c4c(C)ccc(C)c4nc3nc2c1	20	?	-27%	2	-4%	1%	-24%	4%	4%
CC(C)CNC(=O)NC(=O)COc1c(F)c(F)cc(F)c1F	7	-2%	0%	5	7%	1%	0%	-2%	13%
Nc1ccc(-c2ccc(N)c(C(=O)O)c2)cc1C(=O)O	15	-3%	?	-3	0%	-13%	-29%	2%	0%
CCc1ccc(NC(=O)C2(c3cccs3)CCOCC2)cc1	nt	nt	2%	-5	nt	-10%	nt	4%	nt
O=C(NCCCN1CCOCC1)c1ccc2ccccc2c1	2	3%	1%	1	-2%	8%	-7%	-10%	1%
Nc1c(C(=O)CSc2nnnn2-c2ccc(O)cc2)c(=O)[nH]c(=O)n1C1CC1	3	-1%	0%	-16	?	12%	0%	-6%	-28%
CN(C)S(=O)(=O)c1cccc(C(=O)N=C2N=C3C=CC(Cl)=CN3Cc3ccccc32)c1	18	3%	-26%	8	8%	-24%	-14%	0%	7%
CCC(C)N(C(=O)Cn1nnc(-c2ccc(F)cc2)n1)C1CCS(=O)(=O)C1 (stereo not given)	-1	0%	11%	-5	2%	4%	-11%	-1%	8%
